Screening results from PubChem BioAssay.
POLB inh: inhibitors of human DNA polymerase beta | Pol beta primer extension/strand displacement, fluorescence kinetic | AID 485314 | Potency, µM (series often up to 114 µM), inactives show at the highest dose activity change, negative = inhibition, actives largely listed as inhibitors | 1.3% of 340,000 active; note: % is set by controls: 0 for no effect and ±100 for the full control effect
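Curves were derived by four-parameter Hill fits of normalized qHTS data. The kinetic fluorescent primer-extension read was taken at 0 and 10 min after 50 nM substrate, following a 15 min room-temperature preincubation of 10 nM enzyme with compounds.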
Pol kappa inh: DNA polymerase kappa (human) inhibition; purified Pol kappa, fluorescent DNA synthesis assay, 10 min; Potency, µM (series often up to 107 µM), for the others: top-dose activity, negative = inhibition, actives largely listed as inhibitors; 0.53% of 400,000 active; note: % is set by controls: 0 for no effect and ±100 for the full control effect
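Pol kappa 10 nM + cpd, 15 min RT; start w/ substrate 50 nM final; fluorescence kinetic read, 0 and 10 min. Neg ctrl: buffer, no enzyme.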
POLI inh: DNA polymerase iota (human) inhibition | Pol iota fluorescent replication assay, 10 min | Potency, µM (doses to about 115 µM), for the others: at the top dose activity, negative = inhibition, hits mostly inhibitors | 1% of 390,000 active | AID 588590
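Pol iota at 10 nM preincubated 15 min with compounds at room temperature; reaction started with fluorescent substrate, 50 nM final. Fluorescence read kinetically at 0 and 10 min; buffer-only wells as negative control.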
BLM inh: inhibitors of human Bloom syndrome helicase BLM. Potency, µM (series often up to 56.1 µM), inactives show top-dose activity change, negative = inhibition, hits mostly inhibitors. recombinant BLM DNA unwinding, fluorescence dequenching. 0.2% of 350,000 active. P54132;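 note: plate controls were vehicle for no effect and no enzyme for full effect; nearly all actives have a fitted effect of over 35% in size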
BAZ2B inh: blocks human BAZ2B; Potency, µM (top dose mostly 114 µM), for the others: at the highest dose activity change, negative = inhibition, usual class: inhibitors; AlphaScreen BAZ2B-H3K14Ac peptide displacement; 4.4% of 360,000 active; AID 504333; Q9UIF8; note: % is set by controls: 0 for no effect and ±100 for the full control effect; nearly all actives have a fitted effect of over 60% in size
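BAZ2B (50 nM) with biotin-H3(5-23)K14Ac peptide (50 nM) in PBS pH 7.4, 0.01% Tween-20, preformed 30 min, then compound 30 min at room temperature; top concentration 110uM. AlphaScreen streptavidin donor/nickel chelate acceptor beads (10 ug/mL final), 20 min dark, signal read.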
APE1 inh: inhibitors of human APE1 endonuclease; P27695; recombinant APE1, TAMRA/BHQ-2 abasic DNA cleavage fluorescence; Potency, µM (highest dose often 65.8 µM), for inactives: at the top dose activity change, negative = inhibition, hits mostly inhibitors; 0.35% of 350,000 active; AID 2517;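 note: plate controls were vehicle for no effect and reference inhibitor for full effect; nearly all actives have a fitted effect of over 55% in size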
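APE1 at 0.75 nM preincubated 15 min at room temperature with compound. Reaction then started with 50 nM double-stranded THF-abasic substrate labelled with TAMRA/BHQ-2, and 525/598 nm fluorescence read kinetically. Activity taken as third-minus-first read difference, normalized to DMSO and NSC13755 controls.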
G9a block: inhibitors of human histone lysine methyltransferase G9a; Q96KQ7; G9a H3K9 monomethylation, AlphaScreen, 2 h; Potency, µM (highest dose often 102 µM), for the others: at the highest dose activity, negative = inhibition, actives largely listed as inhibitors; 8.8% of 350,000 active; note: % is set by controls: 0 for no effect and ±100 for the full control effect; nearly all actives have a fitted effect of over 75% in size
Target sequence (Q96KQ7 913-1193 limits assumed): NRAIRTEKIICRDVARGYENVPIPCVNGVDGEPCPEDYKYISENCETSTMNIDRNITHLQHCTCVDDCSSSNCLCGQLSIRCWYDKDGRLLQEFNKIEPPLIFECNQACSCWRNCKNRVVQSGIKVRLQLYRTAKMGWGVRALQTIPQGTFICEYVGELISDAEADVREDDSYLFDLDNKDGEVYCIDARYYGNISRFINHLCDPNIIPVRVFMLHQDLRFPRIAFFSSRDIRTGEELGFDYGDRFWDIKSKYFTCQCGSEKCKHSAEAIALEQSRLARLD
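Enzyme 20 nM + cpd, 15 min RT; add b-H3K9 pep 500 nM / SAM 20 uM; 2 h RT; anti-H3K9me1 Ab 0.5 ug/mL + SA donor / anti-rabbit acceptor beads 20 ug/mL each, 10 min; AlphaScreen read.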
JMJD2A Tudor: JMJD2A Tudor domain (human) inhibition; AlphaScreen JMJD2A-Tudor / H3K4me3 peptide binding; Potency, µM (series often up to 114 µM), for the others: top-dose activity change, negative = inhibition, most hits filed as inhibitors; 4.4% of 390,000 active; AID 504339; note: % is set by controls: 0 for no effect and ±100 for the full control effect; nearly all actives have a fitted effect of over 50% in size
Pol eta inh: DNA polymerase eta (human) inhibition | recombinant Pol eta, fluorescent DNA replication assay | 1.2% of 390,000 active | AID 588591 | Potency, µM (highest dose often 114 µM), for the others: top-dose activity change, negative = inhibition, actives largely listed as inhibitors; note: % is set by controls: 0 for no effect and ±100 for the full control effect
Target sequence (Q9Y253 whole entry, looked up): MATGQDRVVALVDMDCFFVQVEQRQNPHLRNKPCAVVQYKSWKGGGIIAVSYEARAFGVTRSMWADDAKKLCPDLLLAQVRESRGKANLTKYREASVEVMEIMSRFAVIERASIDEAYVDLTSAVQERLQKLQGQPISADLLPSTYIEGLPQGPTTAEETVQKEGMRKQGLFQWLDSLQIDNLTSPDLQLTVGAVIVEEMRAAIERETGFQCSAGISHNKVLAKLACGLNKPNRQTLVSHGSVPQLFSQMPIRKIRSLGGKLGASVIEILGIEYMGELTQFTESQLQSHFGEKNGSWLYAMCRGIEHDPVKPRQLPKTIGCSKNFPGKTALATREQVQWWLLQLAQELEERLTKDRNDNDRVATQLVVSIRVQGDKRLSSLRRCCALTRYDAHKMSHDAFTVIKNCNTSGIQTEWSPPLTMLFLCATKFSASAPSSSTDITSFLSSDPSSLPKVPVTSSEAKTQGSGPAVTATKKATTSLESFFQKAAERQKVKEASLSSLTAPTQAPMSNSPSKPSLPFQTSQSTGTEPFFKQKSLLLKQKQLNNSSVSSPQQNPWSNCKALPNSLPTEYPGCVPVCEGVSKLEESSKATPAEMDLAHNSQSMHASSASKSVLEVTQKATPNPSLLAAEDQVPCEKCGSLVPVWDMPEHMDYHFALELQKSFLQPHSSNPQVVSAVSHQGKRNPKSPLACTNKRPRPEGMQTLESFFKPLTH
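Fluorescent replication assay: 50 nM final substrate added after a 15 min room-temperature compound preincubation with 10 nM enzyme. Signal taken at 0 min and again at 10 min.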
The depositor's hits bear a star; ? = inconclusive; nt = no result given; & = joins results of further samples; [ ] = another dose, or the depositor's remark. Calls come from the whole dose curve; as a rule, active = well fitted curve in the direction sought with a large enough effect; inconclusive = small, poorly fitted or top-dose-only effect, or another doubt; inactive = no such curve, though single readings can be large; an effect the other way counts as inactive or inconclusive. Potency is the fitted concentration of half-maximal effect. These rows are one share of the data, so the mix of outcomes need not match the whole.

Values run as follows: JMJD2A Tudor	POLI inh	BAZ2B inh	APE1 inh	BLM inh	G9a block	POLB inh	Pol eta inh	Pol kappa inh
COc1ccccc1NC(=O)C(=O)NCC1CCCN1S(=O)(=O)c1cccs1 (configuration not stated)
 : -9%	23%	2%	18%	nt	-21%	nt	-19%	3%
COc1ccc(NC(=O)c2oc3ccccc3c2NC(=O)c2cc(C)cc(C)c2)c(OC)c1
 : -15%	26%	-33%	nt	-4%	-1%[59 µM]	27%	-15%	6%
O=C(Cc1ccccc1)Nc1cccc(C(=O)N/N=C/c2ccco2)c1
 : -7%	5%	-7%	3%	0%	14%[59 µM]	3%	-5%	-2%
CCc1ccc(NC(=O)CSc2nc(=O)n(CCN(C)C)c3c2CCCC3)cc1
 : -7%	15%	5%	30%	nt	-4%[0.501 µM]	nt	-24%	-13%
CCOC(=O)Cn1c(=O)oc2cc(S(=O)(=O)N3CCCC(C)C3)ccc21 (configuration not stated)
 : -5%&-5%	39%&43%[activator]	24%&3%	87%[activator]	-6%&-1%	10%	10%&2%	-5%&-10%	3%&-5%
CCc1ccccc1-n1nnc(-c2ccccc2)n1
 : 0%	21%	4%	-2%	0%	59%[activator]	42%	-21%	-8%
COCCNC(=S)NNc1cccc(C(=O)O)c1
 : 10µM*	98%[activator]	nt	-3%	4%	10µM*	20%	-17%	0%
CC1CCCCN1C(=O)CCn1c(=S)oc2ccccc21 (configuration not stated)
 : 10%	28%	-2%	0%	-5%	10%	3%	-22%	6%
COc1cc(/C=C/C(=O)OCC(=O)Nc2cccc(Oc3ccccc3)c2)ccc1O
 : -32%	?	-34%	6%	-16%	-39%[59 µM]	?	?	-9%
CCN(c1ccccc1)S(=O)(=O)c1ccc(-c2cc(C)no2)s1
 : 25%	-10%	13%	nt	-5%	52%[activator][59 µM]	-2%	-19%	3%
COc1ccc(-c2noc(CN3CCN(c4ccccc4)CC3)n2)cc1
 : -20%	16%	-9%	-5%	-7%	-20%	-1%	-24%	4%
COc1ccc2c(c1)C(=O)N(c1ccc(C)cc1C)C(=O)C2(C)C
 : 8%	63%[activator]	7%	30%	-5%	-3%	-1%	-16%	-2%
C[C@H]1CN=C(Nc2ccccc2)N1CCCC1CCCC1
 : ?	1%	-6%	48%[activator]	1%	2%	6%	-9%	0%
COc1cccc2c1cc1c(=O)n(CC(=O)NCc3ccco3)nc(C)n12
 : -5%	16%	-1%	nt	-6%	-26%[59 µM]	-5%	-9%	1%
CCCCn1c(SCC(=O)OCC)nc2c(sc(=S)n2-c2ccccc2OC)c1=O
 : -27%	130%[activator]	-12%	3%	-10%	-5%	20%	-24%	-12%

Remaining list, next part
Values run as follows: JMJD2A Tudor	POLI inh	BAZ2B inh	APE1 inh	BLM inh	G9a block	POLB inh	Pol eta inh	Pol kappa inh
COc1ccc(C)cc1-n1nnc(C(=O)Nc2cccc(SC)c2)c1C
 : -8%	25%	-8%	nt	1%	-32%[59 µM]	-11%	-23%	10%
Clc1ccc(Nc2ncnc3c2nnn3Cc2ccccc2)cc1
 : -18%	-13%	-2%	-1%	0%	11%	-12%	-20%	0%
CC1(C(=O)O)CCC(C(=O)N2CCCCC2)C1(C)C (configuration not stated)
 : -5%	75%[activator]	-1%	2%	-1%	26%	-3%	-23%	-3%
CC(NC(=O)Nc1nnc(C(F)(F)F)s1)N1C(=O)C2C3C=CC(C3)C2C1=O (configuration not stated)
 : -7%	17%	2%	0%	4%	9%[59 µM]	-1%	6%	10%
Cn1nnnc1Sc1ccc([N+](=O)[O-])cc1Cl
 : -20%	138%[activator]	-12%	0%	0%	-2%	-7%	-21%	-5%
CN1CCN(C(=O)/C=C/c2ccc3c(c2)OCO3)CC1
 : -1%[57.1 µM]	12%	?	-5%	0%	-10%[59 µM]	1%	-9%	-10%
CCCCN1C(N)=NC[C@@H]1CC1CCCCC1
 : -26%	-4%	nt	nt	nt	nt	nt	-9%	7%
Cc1ccc(N(CCC(=O)NC(C)(C)C)S(=O)(=O)c2ccc(C)cc2)cc1
 : -1%	31%[activator]	nt	-8%	-2%	11%	36%	-27%	9%
CCOC(=O)c1c(NC(=O)CCl)sc(C(=O)N(CC)CC)c1C
 : -3%	?	0%	-2%	-2%	?	3%	-6%	-2%
CCC(C)Sc1nnc(NC(=O)c2ccco2)s1 (configuration not stated)
 : -6%	20%	nt	nt	nt	nt	nt	-4%	?
Cc1[nH]n(-c2ccccc2)c(=O)c1-c1ccccc1
 : -26%	-8%	nt	-1%	-5%	18%[59 µM]	17%	?	-4%
O=C(c1ccccc1)N1CCN(Cc2ccccc2Br)CC1
 : 5µM*	?	50µM*	-4%	0%	?	1%	-12%	1%
CC1(C)CC(NS(=O)(=O)c2ccc(F)cc2)CC(C)(C)N1
 : -8%	12%	1%	5%	1%	nt	17%	-14%	13%
CC1(C)Cc2c(cnn2-c2ccccc2)C(NC(=O)c2ccc[n+]([O-])c2)C1 (configuration not stated)
 : 2%	8%	9%	66%[activator]	-1%	24%	3%	-17%	-1%
CN(Cc1ccccc1F)C(=O)c1sccc1-c1ccccc1
 : 29%	16%	-14%	35%	-5%	50%	3%	-21%	0%

(next part)
Values run as follows: JMJD2A Tudor	POLI inh	BAZ2B inh	APE1 inh	BLM inh	G9a block	POLB inh	Pol eta inh	Pol kappa inh
COc1ccc(CNC(=O)C2CCN(S(=O)(=O)N3CCC4(CC3)OCCO4)CC2)c(OC)c1
 : 3%	?	2%	6%	3%	17%	29%	-17%	-9%
COc1ccc(-c2c(C#N)c(SCC(=O)Nc3cccc(Cl)c3)nc(C)c2C(=O)Nc2ccccc2)cc1OC
 : -13%	18%	3%	nt	-6%	-2%[59 µM]	8%	-20%	7%
CC[C@@H](C)C(NC(=O)OC(C)(C)C)c1cn([C@@H](CCCCNC(=O)OC(C)(C)C)C(=O)N2CCN(C(=O)OC(C)(C)C)CC2)nn1 (some centres not stated)
 : -19%	19%	-13%	1%	-2%	12%[12.7 µM]	-10%	-15%	8%
CC(=O)c1ccc(NC(=S)NC(=O)CC(C)C)cc1
 : 7%	43%[activator]	2%	-6%	0%	6%[59 µM]	12%	-25%	-9%
CCCCNC(=S)N=Nc1c(O)[nH]c2ccccc12
 : -34%	10%	nt	1%	-7%	1%	-4%	-4%	-10%
CCOc1ccc(N(CC(=O)Nc2ccccc2OCC)S(=O)(=O)c2c(C)noc2C)cc1
 : -16%	2%	-11%	32%	-8%	14%	-1%	-23%	-3%
C/C(=N\Nc1ccc(F)cc1F)c1cccs1
 : nt	nt	28%	2%	-10%	25µM*	-2%	nt	nt
COc1cc(/C=N\NC(=O)CNC(=O)C2COc3ccccc3O2)ccc1O (configuration not stated)
 : -11%	10%	-5%	0%	-2%	15%[59 µM]	6%	-14%	-10%
CCOC(=O)C1=C(O)CSC1=Nc1cccc(Cl)c1
 : -5%	6%	-4%	9%	0%	20%[59 µM]	19%	-13%	-4%

An excerpt of these results, in markdown.
| smiles | JMJD2A Tudor | POLI inh | BAZ2B inh | APE1 inh | BLM inh | G9a block | POLB inh | Pol eta inh | Pol kappa inh |
| --- | --- | --- | --- | --- | --- | --- | --- | --- | --- |
| O=C(c1ccccc1)N1CCN(Cc2ccccc2Br)CC1 | 5µM* | ? | 50µM* | -4% | 0% | ? | 1% | -12% | 1% |
| CC1(C)CC(NS(=O)(=O)c2ccc(F)cc2)CC(C)(C)N1 | -8% | 12% | 1% | 5% | 1% | nt | 17% | -14% | 13% |
| CC1(C)Cc2c(cnn2-c2ccccc2)C(NC(=O)c2ccc[n+]([O-])c2)C1 (configuration not stated) | 2% | 8% | 9% | 66%[activator] | -1% | 24% | 3% | -17% | -1% |
| CN(Cc1ccccc1F)C(=O)c1sccc1-c1ccccc1 | 29% | 16% | -14% | 35% | -5% | 50% | 3% | -21% | 0% |
| COc1ccc(CNC(=O)C2CCN(S(=O)(=O)N3CCC4(CC3)OCCO4)CC2)c(OC)c1 | 3% | ? | 2% | 6% | 3% | 17% | 29% | -17% | -9% |
| COc1ccc(-c2c(C#N)c(SCC(=O)Nc3cccc(Cl)c3)nc(C)c2C(=O)Nc2ccccc2)cc1OC | -13% | 18% | 3% | nt | -6% | -2%[59 µM] | 8% | -20% | 7% |
| CC[C@@H](C)C(NC(=O)OC(C)(C)C)c1cn([C@@H](CCCCNC(=O)OC(C)(C)C)C(=O)N2CCN(C(=O)OC(C)(C)C)CC2)nn1 (some centres not stated) | -19% | 19% | -13% | 1% | -2% | 12%[12.7 µM] | -10% | -15% | 8% |
| CC(=O)c1ccc(NC(=S)NC(=O)CC(C)C)cc1 | 7% | 43%[activator] | 2% | -6% | 0% | 6%[59 µM] | 12% | -25% | -9% |
| CCCCNC(=S)N=Nc1c(O)[nH]c2ccccc12 | -34% | 10% | nt | 1% | -7% | 1% | -4% | -4% | -10% |
| CCOc1ccc(N(CC(=O)Nc2ccccc2OCC)S(=O)(=O)c2c(C)noc2C)cc1 | -16% | 2% | -11% | 32% | -8% | 14% | -1% | -23% | -3% |
| C/C(=N\Nc1ccc(F)cc1F)c1cccs1 | nt | nt | 28% | 2% | -10% | 25µM* | -2% | nt | nt |
| COc1cc(/C=N\NC(=O)CNC(=O)C2COc3ccccc3O2)ccc1O (configuration not stated) | -11% | 10% | -5% | 0% | -2% | 15%[59 µM] | 6% | -14% | -10% |
| CCOC(=O)C1=C(O)CSC1=Nc1cccc(Cl)c1 | -5% | 6% | -4% | 9% | 0% | 20%[59 µM] | 19% | -13% | -4% |
